PP5 inh: PP5 phosphatase inhibitors, primary screen, biochemical, fluorescence; hit rate 0.18% among 320,000; inhibition, % at 6.7 µM; Serine/threonine-protein phosphatase 5 (Homo sapiens), P53041; AID 1987, 2009; purified PP5c, OMFP substrate fluorescence;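 active means inhibition above the campaign's mean inhibition across all tested compounds plus 3 SD, cut at about 9.5% in these data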;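 further: 0% = DMSO only and 100% = 100 µM cantharidin control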
PP1 counter: PP1-alpha phosphatase inhibitors, primary screen, counter-screen for PP5 inhibitor project, biochemical, fluorescence, OMFP substrate, single point | Serine/threonine-protein phosphatase PP1-alpha catalytic subunit (Homo sapiens), P62136 | purified PP1alpha | inhibition, % at 6.7 µM | hit rate 0.9% among 320,000 | AID 2235, 2010;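 active means inhibition above the mean inhibition of all tested compounds plus 3 SD, computed separately for each screening campaign, cut at about 15% in these data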
Target sequence (P62136 whole entry, looked up): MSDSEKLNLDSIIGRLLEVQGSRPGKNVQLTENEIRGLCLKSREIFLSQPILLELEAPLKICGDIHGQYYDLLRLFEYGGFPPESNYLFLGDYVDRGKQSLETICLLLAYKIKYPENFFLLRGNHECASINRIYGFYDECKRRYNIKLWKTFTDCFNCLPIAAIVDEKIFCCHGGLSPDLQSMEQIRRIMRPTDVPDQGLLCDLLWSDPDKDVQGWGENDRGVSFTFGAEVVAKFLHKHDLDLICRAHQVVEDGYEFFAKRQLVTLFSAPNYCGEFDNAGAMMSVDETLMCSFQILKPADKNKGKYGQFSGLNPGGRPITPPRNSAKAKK
EBNA-1 inh: EBNA-1 DNA-binding inhibitors, primary screen, biochemical, fluorescence polarization; hit rate 0.34% among 300,000; inhibition, % at 14.8 µM; in the data active means inhibition above about 28%
Yeast superoxide: reduction of superoxide in aged yeast, primary screen, HTS; S. cerevisiae aged cells, superoxide DHE fluorescence; stronger effect = lower value; superoxide response (% of plate mean), % at 10 µM; hit rate 0.18% among 330,000; AID 2690, 2010;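 active means superoxide response under a set limit, about three screen SD below normal, cut at about 65% in these data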;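 further: yeast aged for seven days with compound at 30 °C before DHE staining; 100% = average MFI of all compound-treated wells on the plate with controls excluded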
GASC-1 inh: inhibitors of GASC-1 histone demethylase, primary screen, biochemical, fluorescence, DELFIA europium; inhibition, % at 2.35 µM; hit rate 0.069% among 330,000; Lysine-specific demethylase 4C (Homo sapiens), Q9H3R0; GST-JMJD2C(1-420) H3K9me3 demethylation;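 active means more than half of a compound's replicate wells show inhibition beyond 50%, single wells judged on their own value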;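 further: signal counts dimethyl H3K9 product captured on neutravidin plate; 0% = median of DMSO wells and 100% = 0.3 times that DMSO median; strong numbers were not always called active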
Target sequence (Q9H3R0 1-420 limits assumed): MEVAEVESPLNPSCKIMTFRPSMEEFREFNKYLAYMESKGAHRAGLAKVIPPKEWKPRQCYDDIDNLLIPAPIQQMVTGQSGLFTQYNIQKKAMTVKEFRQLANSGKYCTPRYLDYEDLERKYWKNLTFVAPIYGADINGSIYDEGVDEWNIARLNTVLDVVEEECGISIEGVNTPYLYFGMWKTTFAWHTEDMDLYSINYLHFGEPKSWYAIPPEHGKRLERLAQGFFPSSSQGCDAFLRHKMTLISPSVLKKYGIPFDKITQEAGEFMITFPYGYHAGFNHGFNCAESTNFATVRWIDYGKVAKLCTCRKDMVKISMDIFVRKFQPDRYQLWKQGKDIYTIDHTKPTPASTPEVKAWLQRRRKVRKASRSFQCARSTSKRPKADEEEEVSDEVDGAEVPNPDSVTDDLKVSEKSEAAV
CTSL1 counter: Fasciola hepatica cathepsin L1 inhibitors, primary screen, counter-screen for PFM18AAP inhibitor project, biochemical, QFRET, fluorogenic peptide substrate; recombinant F. hepatica cathepsin L1, Z-Leu-Arg-MCA fluorescence; inhibition, % at 5.96 µM; hit rate 0.49% among 300,000;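 active means inhibition above the mean of all tested compounds plus 3 SD, set per screening campaign, cut at about 17% in these data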;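 further: 0% = plate median of test compound wells and 100% = 1 µM Z-Phe-Ala-diazomethylketone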
core dimer inh: inhibitors of HCV core protein dimerization, primary screen, biochemical, TR-FRET, high-throughput; inhibition, % at 5 µM; TR-FRET GST/Flag-core106 dimerization, 1536-well; hit rate 0.33% among 300,000;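 active means inhibition above the mean of all tested compounds plus 3 SD, set per screening campaign, cut at about 45% in these data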
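Assay system – GST-tagged and Flag-tagged HCV core protein residues 1-106 · Quantity – core106 proteins, GST 13.5 nM and Flag 17 nM · Benchmarks – unlabelled core106 and no-GST-core106 wells · Read-out basis – percent inhibition of core106 dimerization signal · Detection – time-resolved FRET, ex 340 nm, em 617 and 671 nm · Schedule – 4 h at 22.5 °C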
ZTA counter: blocks Epstein-Barr virus ZTA, an EBNA-1 counter-screen. inhibition, % at 11 µM. ZTA-DNA binding, fluorescence polarization. P03206. hit rate 0.15% among 320,000. AID 2234; in the data active means inhibition above about 33%
Target sequence (P03206 whole entry, looked up): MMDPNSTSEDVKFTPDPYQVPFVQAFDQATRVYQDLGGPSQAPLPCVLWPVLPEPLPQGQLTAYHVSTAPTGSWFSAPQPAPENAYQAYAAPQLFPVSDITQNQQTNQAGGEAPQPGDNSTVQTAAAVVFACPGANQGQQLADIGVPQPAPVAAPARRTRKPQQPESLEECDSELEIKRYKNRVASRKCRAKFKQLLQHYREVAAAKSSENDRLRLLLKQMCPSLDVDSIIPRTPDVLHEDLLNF
TPT1 inh: Candida albicans TPT1 enzyme inhibitors, primary screen, biochemical, fluorescence polarization; recombinant caTPT1, FP RNA substrate dephosphorylation; tRNA 2'-phosphotransferase TPT1 (Candida albicans SC5314); hit rate 0.81% among 300,000; inhibition, % at 5 µM;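 active means inhibition above the mean of all tested compounds plus 3 SD, set per screening campaign, cut at about 24% in these data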;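 further: plate controls were DMSO alone for no effect and ferristatin control at 100 nM for full effect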
* marks the source's active call; other numbers are inactive results; / = no result given; & = joins results of further samples.

canonical_smiles	PP5 inh	PP1 counter	EBNA-1 inh	Yeast superoxide	GASC-1 inh	CTSL1 counter	core dimer inh	ZTA counter	TPT1 inh
CCOC(=O)CCc1c(C)c2ccc3c(c2oc1=O)CN(CCCO)CO3	0.5	0	0	101	-7	5	-12	-2	-4
O=C(N/C(=C\c1ccc(Br)cc1)C(=O)N1CCOCC1)c1ccccc1Cl	-0.2	1	-11	94	-9	0	1	5	-1
Cc1ccccc1C(=O)OC(C)C(=O)NCc1ccc2c(c1)OCO2 (configuration not stated)	1.4	-1	/	85	13	/	/	1	/
O=C(NCc1ccccc1)C1(c2ccccc2)CCN(S(=O)(=O)c2ccccc2)CC1	1.5	-3	0	87	0	-1	4	-5	-3
CC(C(=O)OCC(=O)c1ccc(Br)cc1)N1C(=O)C2C3C=CC(C3)C2C1=O (configuration not stated)	0.9	-4	-2	109	4	-1	1	36*	-4
COc1ccc(OCC(O)CNC(=O)Nc2ccc(F)cc2)cc1 (configuration not stated)	3.0	-3	-2	104	-5	-6	1	-4	0
CCc1nnc(NS(=O)(=O)c2ccc(NC(=O)c3ccc(S(=O)(=O)N(CC)CC)cc3)cc2)s1	3.0	1	15	94	-20	2	14	9	-3
Cc1ccccc1OC(C)C(=O)NCc1cccnc1 (configuration not stated)	0.5	-4	-6	106	-4	-1	-2	-4	2
COc1ccccc1C(CNC(=O)c1ccc(NS(=O)(=O)c2ccc3c(c2)OCCO3)cc1)N(C)C (configuration not stated)	0.8	-3	8	70	4	-2	-2	-13	1
C=CCNC(=O)CC(=O)N/N=C/c1ccccc1F	4.0	-6	-11	110	11	2	-4	-13	1
CC(C)N(Cc1ccccc1)C(=S)NCc1ccccc1	-1.3	2	-5	85	16	0	0	-10	1
COc1ccc(NC(=O)CN(C)C(=O)c2ccc(N3CCOCC3)c([N+](=O)[O-])c2)cc1	0.2	-4	-8	97	13	-4	1	-7	-2
O=S1(=O)CCOC[C@H](Cc2ccccc2)N1Cc1ccc(Cl)cc1	1.6	2	-2	/	-2	7	3	-6	-1
CCN(CC)S(=O)(=O)c1cccc(NC(=O)Nc2cccc(C(F)(F)F)c2)c1	9.1	12	14	108	7	2	2	2	2
O=C(Nc1ccccc1)C1CCN(C(=O)c2ccc(Br)cc2)CC1	2.4	-3	8	102	8	-2	-7	10	0

Following part:
canonical_smiles	PP5 inh	PP1 counter	EBNA-1 inh	Yeast superoxide	GASC-1 inh	CTSL1 counter	core dimer inh	ZTA counter	TPT1 inh
O=C(Cc1cccs1)Nc1nc2c(ccc3ccccc32)s1	5.8	-2	-20	115	-16	-8	21	-8	9
Cc1ccc(CCNC(=O)CNC(=S)N(Cc2ccccc2)Cc2cccnc2)cc1	0.2	-5	2	105	-15	1	0	10	-3
Cc1ccc(CNC(=O)C2CCC(CNc3c(N4CCC(C)CC4)c(=O)c3=O)CC2)cc1 (configuration not stated)	-2.3	-1	-1	94	-2	-1	-2	-1	0
Cc1c[nH]c(=O)c([N+](=O)[O-])c1	5.2	-5	5	93	0	-1	-6	-9	-1
O=C(c1cc2c(=O)n3ccccc3nc2s1)N1CCN(Cc2ccc3c(c2)OCO3)CC1	4.4	6	-6	73	-7	1	7	-10	0
COc1ccc(CN(CC(=O)NCc2ccco2)C(=O)CCC(=O)Nc2nccs2)cc1	1.8	-1	1	114	-5&3	-2	4	9	2
CC1CCCCN1C(=O)COC(=O)C1CCN(S(=O)(=O)c2c(Cl)cccc2Cl)CC1 (configuration not stated)	0.6	-5	-3	103	-7	-7	2	4	-2
O=C(C1CCC(=O)N(C2CCCC2)C1)N1CCC(Oc2cccc(F)c2)CC1 (configuration not stated)	-2.1	-3	10	130	-4	-2	8	15	2
Cc1ccc([N+](=O)[O-])cc1NC(=O)c1cccnc1	0.5	-2	0	101	142	-3	6	0	-2
CCn1c(SCC(=O)N/N=C/c2ccc(C)o2)nnc1-c1ccccc1	-0.8	2	-2	102	3	1	9	16	-4
O=C(N/N=C1\CCCCc2ccccc21)c1ccccn1	-1.5	-1	11	95	-11	3	1	4	2
Cc1cc(C(=O)NNC(=S)NCC2CCCO2)cs1 (configuration not stated)	3.3	-7	0	120	1	-5	0	-12	-1
CC(=O)Nc1cc(S(=O)(=O)Nc2ccccc2)c(C)cc1C	-0.5	3	5	98	0	0	-6	11	1
CCOc1ccc(N(C(=O)c2cnsn2)C(C(=O)NC2CCCCC2)c2ccncc2)cc1 (configuration not stated)	-5.2	-2	-12	113	34	-5	-1	-8	-2
COc1ccc(OCC(=O)NNC(=S)NC(=O)C2CCCCC2)cc1	2.4	-2	-2	149	-1	-6	-2	-11	-4

The list continues.
canonical_smiles	PP5 inh	PP1 counter	EBNA-1 inh	Yeast superoxide	GASC-1 inh	CTSL1 counter	core dimer inh	ZTA counter	TPT1 inh
Cc1ccc(N(C(=O)Cn2nnc(-c3ccc(F)cc3)n2)C(CC(C)C)C(=O)NCC2CCCO2)cc1 (configuration not stated)	-0.5	5	-2	102	6	5	11	11	-4
Cc1ccc(NC(=O)c2nc3nccc(C)n3n2)c(C)c1	-1.4	-2	-10	114	6	-1	-1	3	2
CC(=O)Nc1cccc(Oc2nc(C(F)(F)F)nc3ccccc23)c1	2.8	1	-3	100	2	0	-10	-18	-1
CNC[C@@H](Cc1ccccc1)NC[C@@H](CC1CCCCC1)NCCCc1ccccc1	-0.2	13	0	/	-8	4	-10	-2	0
Cc1ccc(/C=C/C(=O)Nc2sc(C)c(C)c2C(=O)OC(C)C)o1	1.8	1	3	99	4	-2	2	3	4
O=C(CSc1nc2ccccc2o1)N1c2ccccc2Sc2ccc(C(F)(F)F)cc21	3.3	10	-10	103	-1	-5	-3	-32	-5
N#Cc1cccc(NS(=O)(=O)c2ccc(S(=O)(=O)N3CCOCC3)cc2)c1	0.4	-8	/	101	0	/	/	13	/
O=C(NCc1ccco1)C(c1ccc(F)cc1)N(C(=O)Cc1cccs1)c1cccnc1 (configuration not stated)	-0.8	-4	5	94	-28	-5	1	3	-3
CCOCCCNC(=O)c1cc2c(=O)n3cccc(C)c3nc2n1C	0.4	-4	4	98	-6	1	-6	6	-6
COc1cccc2c(=O)n(CC(=O)N3CCc4ccccc43)ccc12	-1.5	1	6	89	1	-1	5	2	0
O=C(N/N=C/c1ccc(F)cc1)c1cccc(NC(=O)c2ccccc2Cl)c1	1.9	3	-7	98	4	0	-15	-19	-2
O=C(c1cccc(Cl)c1)N1CCCc2ccccc21	3.0	0	-6	101	4	-2	-8	-14	2
CC1CCCC(C)N1C(=O)CSc1nc2ccccc2c(=O)[nH]1 (configuration not stated)	5.4	1	-3	91	7	0	-2	-1	0
COc1ccc(OC)c(NC(=O)CS(=O)(=O)c2ccccc2)c1	1.1	-2	2	102	-7	-4	-2	-18	1
O=C(CN1C(=O)CCS(=O)(=O)c2ccccc21)NCc1ccc(F)cc1	2.2	-2	-7	106	-27	-7	-3	3	2

Next part.
canonical_smiles	PP5 inh	PP1 counter	EBNA-1 inh	Yeast superoxide	GASC-1 inh	CTSL1 counter	core dimer inh	ZTA counter	TPT1 inh
O=C(COC(=O)CC1CCCC1)Nc1cc2c(cc1Cl)C(=O)c1ccccc1C2=O	3.4	2	-2	130	7	9	25	8	-2
CC(c1ccccc1)C1CC(=O)N(c2ccc(C(=O)O)cc2)C1=O (configuration not stated)	1.0	3	0	109	5	1	5	-6	-2
CCOC(=O)c1c(C)n(-c2ccccc2)c2ccc(O)cc12	3.0	2	5	121	4	3	-2	9	-3
Cc1ccccc1OCC1Cn2c(nc3c2c(=O)[nH]c(=O)n3C)O1 (configuration not stated)	0.2	-2	-2	112	-4	4	1	-1	-1
CS(=O)(=O)N1CCN(c2ccc(NC(=O)COc3ccccc3[N+](=O)[O-])cc2)CC1	2.6	-2	9	79	-2	3	11	0	-2
CC(=O)N1N=C(c2ccccc2)CC1c1cn(C)c2ccccc12 (configuration not stated)	2.1	-1	13	105	-4	-3	-3	1	1
CN(C)S(=O)(=O)c1cccc(N2C(=O)CC3(CCCCC3)CC2=O)c1	0.7	-4	0	88	7	-2	-3	20	-2
COc1ccc(Nc2nc(N)c([N+](=O)[O-])c(N3CCN(C)CC3)n2)cc1	1.9	4	-7	81	-19	3	-1	-5	-4
CCOC(=O)c1ccc(S(=O)(=O)N2CCN(C(=O)CSc3nc4ccccc4o3)CC2)cc1	2.6	3	-8	85	6	-24	4	-1	0
CSc1cccc(NC(=O)CN(c2ccc(C)cc2C)S(C)(=O)=O)c1	4.7	4	-6	89	4	-2	1	-10	-1
CCn1nc(CC(=O)Nc2nnc(CC(=O)N3CCCC3)s2)c2ccccc2c1=O	-1.1	-6	5	105	-3	-2	0	3	-5
Cc1ccccc1OCCC(=O)N1CCN(S(=O)(=O)c2ccc(Cl)cc2)CC1	0.5	-5	7	114	-1	1	5	-2	-1
Cc1noc(/C=C/N(C)C)c1S(=O)(=O)N1CCC(C(=O)O)CC1	-0.4	-2	6	102	-4	1	-3	3	0
Cc1ccc(N2CCN(C(=O)c3ccccc3NC(=O)C3CC=CCC3C(=O)O)CC2)cc1 (configuration not stated)	-0.7	6	5	98	15	-1	-6	-14	-9
CC(=O)c1cccc(NC(=O)c2csc(-n3nc(C)cc3C(F)(F)F)n2)c1	-1.9	0	8	102	4	1	1	-7	1

(cont.)
canonical_smiles	PP5 inh	PP1 counter	EBNA-1 inh	Yeast superoxide	GASC-1 inh	CTSL1 counter	core dimer inh	ZTA counter	TPT1 inh
O=C1CCN(Cc2nnnn2CC2CCCO2)c2ccccc2N1 (configuration not stated)	1.4	0	-13	92	2	2	2	-27	-2
CS(=O)(=O)N(CC(=O)Nc1ccccc1C(=O)N1CCOCC1)c1ccc(Cl)cc1	-0.7	-3	-7	100	3	-2	-6	2	-1
Cc1ccccc1OCC(=O)N/N=C/c1ccncc1	1.2	2	-2	94	-6	1	3	-7	0
O=C1CCCC2=C1C(O)(C(F)(F)F)C(=O)N2Cc1ccccc1 (configuration not stated)	-2.2	-4	2	102	-6	5	1	7	0
O=C(CSc1n[nH]c(-c2cccnc2)n1)Nc1cccc(Cl)c1	1.4	-1	-4	98	2	-1	5	-10	-5
COc1ccc(C2=CC(=O)CC(C)(C)C2)cc1OC	1.1	-5	/	93	4	/	/	-19	/
C/C(=N\NC(=O)c1ccc2c(c1)OCO2)c1ccc(O)cc1	1.4	-8	8	88	2	4	1	6	-2
O=C(O)/C=C/C(=O)N1CCN(C(=O)/C=C/C(=O)O)CC1	1.0	-5	3	69	-4	-3	-5	-8	-1
CC(C)(C)C(=O)CN1CCN(C2c3ccccc3-c3ccccc32)CC1	0.9	2	1	106	15	1	2	-7	1
Cc1cc(Cl)ccc1OCC(=O)Nn1c(C)ccc1C	2.1	0	5	101	-10	-4	17	-2	2
COc1cc(NC(=O)c2ccccc2F)ccc1NC(=O)c1ccccc1Cl	-0.7	-5	10	79	-2	-2	-5	-3	0
Cc1cc(C)c(S(C)(=O)=O)c(Oc2ccccc2C)n1	3.5	-1	2	104	2	-3	8	-6	-1
CN(C)c1ccc(C(=O)OCc2ccccc2)cc1	-0.2	9	6	102	3	1	3	-7	-2
O=Cc1ccc(Cl)c(Cl)c1	1.7	-9	/	101	6	/	/	-3	/
